High-throughput results: PubChem, National Center for Advancing Translational Sciences (NCATS)
PTHR1 agonist: qHTS for PTHR1 Agonists: Primary Screen. HEK293 GP2 PTHR1 cells, GloSensor cAMP luminescence, 1 h. Potency, µM (highest dose often 115 µM), inactives show top-dose activation, most hits filed as activators. AID 743266, 2014. Parathyroid hormone/parathyroid hormone-related peptide receptor (Homo sapiens), Q03431. actives 0.075% (n = 410,000); note: potency is the fitted concentration of half-maximal effect; nearly all actives have a fitted effect of over 55% in size; some results filed as inactive show a strong effect at the top dose; inactives centre near -15; many of its hits are not listed in these tables
Target sequence (Q03431 whole entry, looked up): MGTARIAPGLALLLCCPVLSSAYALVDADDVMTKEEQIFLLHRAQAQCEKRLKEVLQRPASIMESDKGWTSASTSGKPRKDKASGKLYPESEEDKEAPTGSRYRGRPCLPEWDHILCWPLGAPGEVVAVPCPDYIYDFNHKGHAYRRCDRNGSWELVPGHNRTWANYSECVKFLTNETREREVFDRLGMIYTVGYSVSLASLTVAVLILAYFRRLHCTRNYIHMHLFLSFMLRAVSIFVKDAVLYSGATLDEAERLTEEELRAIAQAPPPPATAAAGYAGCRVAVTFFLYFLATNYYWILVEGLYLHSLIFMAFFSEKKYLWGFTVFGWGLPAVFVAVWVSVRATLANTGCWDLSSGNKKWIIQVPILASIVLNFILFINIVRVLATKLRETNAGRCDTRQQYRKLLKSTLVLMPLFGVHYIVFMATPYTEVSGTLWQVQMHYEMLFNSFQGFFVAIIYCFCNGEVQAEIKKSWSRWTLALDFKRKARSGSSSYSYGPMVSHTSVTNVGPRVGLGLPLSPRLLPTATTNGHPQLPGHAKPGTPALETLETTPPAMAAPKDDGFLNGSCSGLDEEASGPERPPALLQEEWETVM
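HEK-293-derived GP2 cells expressing PTHR1 and a GloSensor cAMP reporter, 3,000/well, plated overnight, given luciferin plus IBMX (each 0.5 mM as added) for 1 h at 37 °C, then compound for 1 h at 37 °C. Luminescence was read after 15 min at room temperature.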
MmCpn inh: Inhibitors of TCP-1 ring complex (TRiC) of Methanococcus maripaludis (MmCpn): qHTS | actives 0.031% (n = 330,000) | Potency, µM (series often up to 76.9 µM), for inactives: at the top dose activity, negative = inhibition, usual class: inhibitors | Chaperonin Mm-Cpn (Methanococcus maripaludis) | AID 504842, 2011 | purified Mm-Cpn ATPase, ADP Transcreener TR-FRET; note: potency is the fitted concentration of half-maximal effect; % is set by controls: 0 for no effect and ±100 for the full control effect; nearly all actives have a fitted effect of over 80% in size
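Purified archaeal Mm-CPN (25nM final) preincubated 10 min at 37degC with compound, then 10uM ATP for 30 min at 37degC; ADP measured by HTRF Transcreener TR-FRET; buffer 30 mM TRIS pH 7.4, 100mM KCl, 5mM MgCl2, 1mM DTT.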
aSyn rescue: qHTS of alpha-syn Inhibitors; Yeast expressing alpha-synuclein, growth rescue, BacTiter-Glo, 24 h; Potency, µM (series often up to 46.1 µM), for inactives: top-dose growth rescue (activation), most hits filed as activators; actives 0.14% (n = 370,000); AID 652106, 2013; note: potency is the fitted concentration of half-maximal effect; % of control where 0% means no effect; nearly all actives have a fitted effect of over 65% in size
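Galactose-induced alpha-syn yeast (OD600=0.02, raffinose-pregrown) + pinned cpd, 24 hr, 30 deg C; growth by BacTiter-Glo luminescence. Growth restoration scores as activation.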
pAkt inh: HTS Assay for Inhibitors of Akt Phophorylation: Primary Screen; Neuro2A IGF-stimulated pAkt S473 HTRF, 20 min; active compounds read low; activity change, % for hits at 50 µM; actives 0.32% (n = 360,000); AID 651550, 2012; in the data active = activity change below about -80%; inconclusive = mostly about -51% to -80%; note: % is set by controls: 0 for no effect and ±100 for the full control effect
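Neuro2A cells (4,500/well, DMEM with 0.5% FBS) were treated with compound at a single 50 µM final concentration, stimulated with 6 nM IGF for 20 min at 37 °C, and lysed. Phospho-Akt Ser473 was read by HTRF as 665/615 ratio ×10^4.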
FUS yeast rescue: qHTS for Suppressors of FUS Proteinopathy: Primary screen using FUS-linked yeast assay. S. cerevisiae FUS-expressing, growth rescue, OD600, 24 h. Potency, µM (highest dose often 76.6 µM), without a hit: top-dose growth rescue (activation), usual class: activators. actives 0.24% (n = 390,000);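 note: potency is the fitted concentration of half-maximal effect; plate controls were DMSO vehicle for no effect and reference control for full effect; nearly all actives have a fitted effect of over 55% in size; some results filed as inactive show a strong effect at the top dose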
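Steps: raffinose overnight preculture; dilution to OD 0.005 in 2% galactose minimal medium; compound addition (concentration series); 24hr at 30C, 99% humidity; absorbance read at 600 nm.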
GLP-1R inv ag: qHTS of GLP-1 Receptor Inverse Agonists (Inhibition Mode); Glucagon-like peptide 1 receptor (Homo sapiens), P43220; HEK293 GLP-1R CRE-luciferase, luminescence, 24 h; GLP-1R form is constitutively active; Potency, µM (series often up to 38.3 µM), without a hit: at the top dose activity change, negative = inhibition, most hits filed as inhibitors; actives 1.6% (n = 410,000); AID 624417, 2012; note: potency is the fitted concentration of half-maximal effect; % is set by controls: 0 for no effect and ±100 for the full control effect; nearly all actives have a fitted effect of over 55% in size
Target sequence (P43220 whole entry, looked up): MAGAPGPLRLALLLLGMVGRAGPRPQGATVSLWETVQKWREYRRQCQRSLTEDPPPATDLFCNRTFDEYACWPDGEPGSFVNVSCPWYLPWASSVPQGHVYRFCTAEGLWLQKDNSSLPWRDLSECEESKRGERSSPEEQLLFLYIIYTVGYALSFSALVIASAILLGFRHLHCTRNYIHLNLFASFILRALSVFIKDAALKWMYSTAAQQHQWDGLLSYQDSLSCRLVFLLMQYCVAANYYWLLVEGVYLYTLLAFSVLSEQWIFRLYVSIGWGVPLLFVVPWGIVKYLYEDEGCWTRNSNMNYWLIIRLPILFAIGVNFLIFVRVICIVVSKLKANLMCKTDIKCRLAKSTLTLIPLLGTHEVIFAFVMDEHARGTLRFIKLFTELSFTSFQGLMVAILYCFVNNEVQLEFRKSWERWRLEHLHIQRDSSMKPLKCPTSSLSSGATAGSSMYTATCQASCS
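Seeding at 200 cells/uL, 12 h culture, 24 hr compound treatment, then luciferase reagent and a luminescence read; cells are HEK293 stably expressing a constitutively active GLP-1R plus cAMP-responsive luciferase.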
HEK293 tox: qHTS of GLP-1 Receptor Inverse Agonists: Cytotox Screen. HEK293 cAMP-luciferase reporter cells, luminescence, 24 h. Potency, µM (titrated, usually from 38.3 µM), without a hit: at the top dose activity change, negative = inhibition, hits mostly inhibitors. actives 0.13% (n = 410,000). AID 624418, 2012;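 note: loss of luciferase light is scored as toxicity; potency is the fitted concentration of half-maximal effect; % is set by controls: 0 for no effect and ±100 for the full control effect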
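Quantitative HTS format, 1536 wells, 200 cells/uL seeded. Compounds: 23 nL, 24 h, 37 °C. Detection: luciferase reagent, luminescence at 12 min RT; decreased signal taken as cytotoxic.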
Abeta rescue: qHTS for compounds that reverse cellular toxicity of Amyloid beta (A-beta) peptide in yeast: Primary Screen. yeast expressing A-beta42, growth rescue, OD600, 48 h; response scale: 0% DMSO, 100% iron-clioquinol control. Potency, µM (titrated, usually from 46.1 µM), for the others: at the top dose growth rescue, actives largely listed as activators. actives 0.063% (n = 410,000); note: potency is the fitted concentration of half-maximal effect; nearly all actives have a fitted effect of over 55% in size
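Yeast growth medium received pinned compounds, then yeast cells expressing toxic A-beta were added; plates incubated at 30 C for 48 hr. Growth read as absorbance at 600 nm, normalized to DMSO and equimolar FeCl3 plus clioquinol controls.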
TDP-43 yeast inh: qHTS of TDP-43 Inhibitors; Potency, µM (doses to about 46.1 µM), for inactives: top-dose growth rescue (activation), most hits filed as activators; TDP-43 expressing yeast growth rescue, BacTiter-Glo, 24 h; AID 652104, 2013; actives 1.8% (n = 410,000); note: potency is the fitted concentration of half-maximal effect; % of control where 0% means no effect; nearly all actives have a fitted effect of over 50% in size
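Luminescence from BacTiter-Glo reports growth of TDP-43-expressing yeast after 24 hr at 30 deg C with compound. Cells were raffinose-pregrown to mid-log, then seeded in galactose medium at OD600=0.02.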
Starred values were filed as active, the others as inactive; i = inactive; ? = inconclusive; nt = not tested or not shown; & = joins results of further samples; [ ] = dose if it differs, or a comment. Unless noted, calls come from the whole dose curve; as a rule, active = well fitted curve in the direction sought with a large enough effect; inconclusive = small, poorly fitted or top-dose-only effect, or another doubt; inactive = no such curve, though single readings can be large; an effect the other way counts as inactive or inconclusive.

Values run as follows: PTHR1 agonist, MmCpn inh, aSyn rescue, pAkt inh, FUS yeast rescue, GLP-1R inv ag, HEK293 tox, Abeta rescue, TDP-43 yeast inh
COc1cccc(C(C(=O)NC(C)(C)C)N(Cc2ccc(C)cc2)C(=O)CCC(=O)Nc2cc(C)on2)c1OC (stereo not drawn)
 : -14.1%, 1.1%, -0.4%, i, ?, ?, -3.5%, -15.5%, 17.4%
O=C(COC(=O)c1cc(Cl)ccc1[N+](=O)[O-])NC1CC1
 : i, 0.2%, 2.0%[1.84 µM], i, 1.9%, 2.7%, 0.4%, 9.3%, 10.8%
CC(=O)c1ccc(NC(=O)CCNC(=O)c2ccccc2Cl)cc1
 : i, -4.0%, -9.9%, i, -4.7%, 10.7%, 2.7%, 6.8%, 3.8%
Nc1ncc(Br)cc1S(=O)(=O)NCCC(=O)N1CCN(c2ncccn2)CC1
 : i, 1.3%, 0.0%, i, -3.2%, 1.4%, 4.7%, 3.1%, 9.3%
CCCc1nc2c(s1)CCc1onc(-c3ccc(Cl)cc3)c1-2
 : -22.3%, 1.4%, -1.1%, i, -8.8%, 17.7%, 8.0%, -14.3%, 3.0%
Cc1ccc(-c2c[n+](Cc3ccc(Cl)c(Cl)c3)c3n2CCC3)cc1
 : -61.3%[inhibitor], 1.1%, -7.1%, i, nt, -37.4%, -36.1%, 13.1%, -7.2%
Nc1ccc(C(=O)Nc2ccco2)cc1
 : 28.4%[57.5 µM], -0.4%, -0.4%, i, 25.5%, 12.4%, 19.1%, 10.5%, 3.5%
O=C(NCCS(=O)(=O)NCC1CCCO1)c1ccccc1 (stereo not drawn)
 : 16.9%, -1.2%, -1.2%, i, 6.6%, 12.1%, 5.9%, -5.3%, 0.0%
CCOCCCNC(=O)C1CCN(c2nc3ccc(C)cc3[nH]2)CC1
 : i, nt, nt, nt, 0.9%, 5.9%, 5.6%, -2.7%, 20.3%
Cc1ccc(C2c3[nH]c4ccccc4c3CCN2C(=O)c2ccc(N(C)C)cc2)cc1 (stereo not drawn)
 : -1.9%, nt, nt, nt, 23.6%, ?, -6.5%, 15.1%, 19.6%
CC(C)(C)n1nnnc1C(CCc1ccccc1)N1CCN(C/C=C/c2ccccc2)CC1 (stereo not drawn)
 : -24.4%, nt, 1.0%, i, 4.2%, ?, -3.1%, -1.5%, 5.5%
Cc1no[n+]([O-])c1COc1ccc(/C=N/n2nnnc2N)cc1
 : -7.8%, -0.4%, -9.7%, i, 8.6%, 61.1%[activator], 45.8%, -0.4%, 1.7%
N#CCCN(CCC#N)c1nncs1
 : i, 0.5%, -1.8%, i, 11.3%, -7.7%, -4.5%, -11.1%, -6.4%
Cc1ccc(C(C(=O)NC2CCCCC2)N2CCOCC2)cc1 (stereo not drawn)
 : i, 1.2%, -10.1%, i, 3.4%, 3.2%, -13.2%, 5.7%, -5.6%
CCCOc1ccc(/C=N/n2nnnc2N)cc1OC
 : i, -0.5%, -1.0%, i, 16.3%, 130.7%[activator], -0.8%, 8.1%, 13.7%
CCCCCCCCCCCNC(=O)c1ccoc1C
 : -16.2%[57.5 µM], 1.2%, -28.4%, i, 34.2%, ?, 9.1%, 1.9%, ?
O=[N+]([O-])c1cccc(S(=O)(=O)Nc2nc3ccccc3nc2Nc2cccc(S(=O)(=O)N3CCCCC3)c2)c1
 : -45.2%[inhibitor], 1.5%, -1.9%, i, -1.8%, ?, ?, 4.9%, 20.7%
OC(c1ccccc1)(c1nc(-c2ccc(Cl)cc2)cs1)C(F)(F)F (stereo not drawn)
 : i, nt, -76.8%[inhibitor], i, 12.4%, ?, 7.6%, -76.4%[inhibitor], ?
CC(=O)NN1C(=O)/C(=C\c2ccc(Br)o2)SC1=S
 : -30.8%[inhibitor], -0.3%, -2.1%, i, 28.7%, 18.0%, ?, 11.1%, -0.1%
O=C(CSc1n[nH]c(=O)[nH]c1=O)Nc1ccc2c(c1)C(=O)c1ccccc1C2=O
 : -21.1%, -1.7%, 2.3%, i, 27.9%, 41.2%[activator], 2.7%, 20.4%, ?
CC(C)Oc1ccc(C(CC(=O)O)NC(=O)CSc2ncn[nH]2)cc1 (stereo not drawn)
 : -0.2%[57.5 µM], 1.4%, 2.3%, i, 22.7%, 0.2%, -1.7%, 1.1%, -4.4%
COc1ccc(CNCc2c(O)c(Cl)cc3c(C)c(C)c(=O)oc23)c(OC)c1
 : i, -5.8%, -0.9%, i, 13.6%, 10.8%, 272.5%[activator], -0.3%, 15.6%
CCN1CCN(C(=O)Cn2ncc3c2-c2ccccc2OC3)CC1
 : -15.2%, -0.8%, -2.5%, i, -27.0%, 10.1%, 2.2%, -10.2%, 2.6%
O=C(Nc1ccc(-c2nnn(CC(=O)N3CCN(C(=O)c4ccco4)CC3)n2)cc1)c1ccc(F)cc1
 : -64.6%[inhibitor], -3.1%, -5.4%, i, -0.1%, ?, -28.6%, -2.1%, -7.5%
O=c1[nH]c(CSc2nnc(COc3ccccc3)n2-c2ccccc2)nc2ccccc12
 : -23.7%[57.5 µM], -0.5%, 0.6%, i, 26.2%, 3.7%, -11.8%, 14.5%, -7.6%
COc1ccc(-n2nc(C(=O)NCC(=O)N3CCN(c4ccccc4OC)CC3)c3ccccc3c2=O)cc1OC
 : -2.4%, -21.5%, 4.8%, i, ?, -9.0%, -10.3%, -0.3%, 8.2%
CCN(C[C@H]1N[C@@](Cc2ccccc2)(C(=O)OC)[C@H]2C(=O)N(C)C(=O)[C@@H]12)S(=O)(=O)c1ccccc1
 : -31.7%[inhibitor], -4.5%, 0.5%, i, 27.7%, -0.5%, -8.3%, 8.1%, 11.3%
O=C(CC1CCCC1)NCCS(=O)(=O)N1CCN(c2ccccc2F)CC1
 : -8.5%, -1.0%, 12.0%, i, -1.6%, -22.5%, -2.0%, -10.3%, 8.4%
CCCCC(=O)Nc1ccc(NC(=O)c2ccc3c(c2)OCO3)cc1OC
 : i, 2.5%, -2.6%, i, 1.1%, -1.5%, -17.4%, -0.7%, ?
COc1cc(-c2noc(C)c2C#CCO)cc(OC)c1OC
 : -8.0%, 1.1%, -0.3%, i, -5.6%, 17.9%, -25.9%, -5.2%, 19.1%
CCOc1ccc(CNC(=O)C2CCN(S(=O)(=O)N3CCC(C)CC3)CC2)cc1OC
 : -27.7%, nt, -7.2%, i, 16.6%&-18.6%, 0.5%&8.3%, 6.6%&2.2%, -16.9%&-2.3%, 20.2%&23.4%
CN(Cc1cnn(-c2ccccc2)c1)C(=O)c1ccc(S(=O)(=O)NCc2ccco2)cc1
 : -65.3%[inhibitor], nt, -3.7%, i, 29.2%, -15.6%, -18.8%, -3.9%, -7.6%
CCSC1=N/C(=C\c2ccccc2)C(=O)N1
 : i, -1.2%, 12.2%, i, 19.6%, 34.6%[activator], 18.3%[1.53 µM], 15.0%, 10.2%
NS(=O)(=O)c1ccc(Nc2ncccc2[N+](=O)[O-])cc1
 : i, -2.0%, -0.1%, i, 1.7%, -3.7%, -22.5%, -0.6%, -2.5%
Cc1ccc2nc(Cl)c3cc(C(=O)NC4CCC(C)CC4)sc3c2c1 (stereo not drawn)
 : 2.2%, nt, nt, nt, -19.2%, 6.3%, 27.2%, 7.3%, 24.5%
CCCCN(C(=O)C1CC(=O)N(c2ccc(CC)cc2)C1)c1c(N)n(CCC)c(=O)[nH]c1=O (stereo not drawn)
 : i, -2.2%, 10.8%, i, 12.3%, 10.2%, -2.7%, -11.2%, -18.3%
CCCS(=O)(=O)c1c(S(=O)(=O)CCC)c2c(C)cccn2c1C(=O)N/N=C/c1cc(O)cc(O)c1
 : -34.7%[inhibitor], -0.2%, -10.8%, i, ?, ?, -8.0%, -30.4%[inhibitor], 7.3%
COc1ccc(C2C(C#N)=C(N)Oc3n[nH]c(C)c32)cc1Cn1nnc2ccccc21 (stereo not drawn)
 : -10.7%[57.5 µM], 0.3%, 7.5%, i, 27.9%, -23.9%, -10.4%, 13.0%, -5.2%
Brc1cccc(-c2nnc3n2CCCCC3)c1
 : i, -1.9%, 6.6%, i, -5.7%, 3.4%, 9.5%, 8.0%, 6.7%
Cc1ccc(N=Nc2c(C)[nH]n(-c3ccccc3)c2=O)c(C)c1
 : i, -1.2%, 8.4%, i, -24.7%, 10.5%, 13.5%, -4.2%, -3.3%

The list is partial; count on the stated rates, not on these rows.
